CHT block: inhibitors of human choline transporter CHT. actives 0.86% (n = 310,000). B-score at 10 µM. CHT-expressing cells, membrane potential dye, choline response; stronger effect = lower value;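 active = B-score over 3 SD under the library average, and starting fluorescence ratio not unusually high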;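 also: choline stimulus applied at its EC90 after an EC20 pre-addition; B-score computed on integrated fluorescence ratio after choline addition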
Target sequence (Q9GZV3 whole entry, looked up): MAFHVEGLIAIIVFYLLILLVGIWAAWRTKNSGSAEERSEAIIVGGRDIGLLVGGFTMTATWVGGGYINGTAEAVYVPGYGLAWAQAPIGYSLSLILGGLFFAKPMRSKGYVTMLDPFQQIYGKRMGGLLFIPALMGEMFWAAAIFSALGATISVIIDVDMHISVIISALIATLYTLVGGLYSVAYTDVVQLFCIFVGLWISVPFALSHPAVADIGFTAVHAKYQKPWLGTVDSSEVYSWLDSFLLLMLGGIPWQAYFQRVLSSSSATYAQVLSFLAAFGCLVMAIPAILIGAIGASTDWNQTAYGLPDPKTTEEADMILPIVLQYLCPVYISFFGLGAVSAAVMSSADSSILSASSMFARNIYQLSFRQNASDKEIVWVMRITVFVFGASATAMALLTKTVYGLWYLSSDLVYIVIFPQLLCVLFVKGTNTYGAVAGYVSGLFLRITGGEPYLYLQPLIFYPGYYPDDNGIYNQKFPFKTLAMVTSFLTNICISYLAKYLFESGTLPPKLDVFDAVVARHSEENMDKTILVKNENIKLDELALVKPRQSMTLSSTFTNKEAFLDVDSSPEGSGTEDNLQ
Kir21 block: inhibitors of mouse Kir2.1 inward-rectifier potassium channel; Inward rectifier potassium channel 2 (Mus musculus), P35561; HEK293-Kir2.1, FluxOR thallium flux fluorescence; stronger effect = lower value; B-score at 10 µM; actives 0.85% (n = 310,000);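 active = fluorescence ratio B-score at or below minus 3 SD of library scores, with starting-brightness B-score within 2 SD, cut at about -4.2 in these data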;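 also: channel flux triggered by added potassium and thallium sulfate stimulus; B-score of peak minus minimum fluorescence over baseline after thallium stimulus; more negative B-score means stronger Kir2.1 block with less thallium influx; some compounds called inactive have numbers as strong as hits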
Target sequence (P35561 whole entry, looked up): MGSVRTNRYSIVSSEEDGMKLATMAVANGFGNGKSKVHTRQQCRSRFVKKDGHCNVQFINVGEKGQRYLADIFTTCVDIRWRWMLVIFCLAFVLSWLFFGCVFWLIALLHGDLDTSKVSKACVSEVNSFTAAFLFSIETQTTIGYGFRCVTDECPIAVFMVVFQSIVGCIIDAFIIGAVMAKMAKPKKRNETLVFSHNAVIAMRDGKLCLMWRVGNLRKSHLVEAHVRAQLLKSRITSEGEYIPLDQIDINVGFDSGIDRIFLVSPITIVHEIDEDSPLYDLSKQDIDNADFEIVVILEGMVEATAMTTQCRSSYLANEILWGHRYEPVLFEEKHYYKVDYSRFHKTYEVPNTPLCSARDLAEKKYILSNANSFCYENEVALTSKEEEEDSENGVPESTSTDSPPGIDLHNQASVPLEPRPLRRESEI
* hit, by the source's call; i = inactive; nt = not tested or not shown; & = joins results of further samples.

CHT block	Kir21 block	structure
i	nt	COc1cc2cc(CN(CCN3CCCC3)C(=O)Nc3ccc(F)cc3)c(=O)[nH]c2cc1OC
i	1.3	O=C(CN1CCOCC1)Nc1ccc2c(c1)OCO2
i	2	CC(=O)NC1N=C(C)N(c2ccccc2)C1=O (stereo not given)
i	0.23	Cc1ccc(-n2nc3c4c(cccc4c2=O)-c2ccccc2-3)cc1
i	-0.88	CCOc1ccc(NC2=NCCC(=O)N2Cc2cccs2)cc1
i	1.5	CCC(=O)OCC(=O)N=c1sccn1Cc1ccccc1Cl
i	-1.3	Cc1cccc(N2CCN(c3ccc(N4C(=O)CCCC4=O)cc3[N+](=O)[O-])CC2)c1C
i	1	CC(=O)Nc1ccc(NC(=O)COC(=O)c2ccc(C)s2)cc1
i	0.12	O=C(O)CCCCCN1C(=O)/C(=C\c2ccc(-c3ccc(Cl)cc3)o2)SC1=S
i	-1.2	COc1ccc(N(CC(=O)Nc2c(C)n(C)n(-c3ccccc3)c2=O)S(=O)(=O)c2ccc(C)cc2)cc1

(next part)
CHT block	Kir21 block	structure
i	0.11	COCCNC(=O)C(c1ccc(F)cc1)N(C(=O)CCC(=O)Nc1nccs1)c1cccc(C)c1 (stereo not given)
i	0.64	O=C(O)CN(c1ccccc1[N+](=O)[O-])S(=O)(=O)c1ccccc1
i	-0.75	O=C(Nc1ccccc1)OCCOc1cccc(Br)c1
i	0.56	Cc1nn(-c2ccccc2Cl)c(Cl)c1/C=N/Nc1cccc(C(=O)O)c1
i	-0.08	O=C(Cn1c(-c2ccccc2)noc1=O)Nc1ccc(S(=O)(=O)N2CCOCC2)cc1
i	1.8	O=C1C2C3C=CC(C3)C2C(=O)N1CN(Cc1ccccc1)CN1C(=O)C2C3C=CC(C3)C2C1=O (stereo not given)
i	0.65	Cn1c(=O)c(-c2ccccc2)nc2ccccc21
i	-0.12	Cc1ccc(N=Cc2nc(/C=C/c3cccc([N+](=O)[O-])c3)oc2O)cc1
i	-0.2	CC1CN(c2ccnc3cc(Cl)ccc23)CC(C)O1 (stereo not given)
i	-3.3	Cc1ccccc1CN(C)CCS(=O)(=O)c1cc(Cl)ccc1Cl

Going on with the list:
CHT block	Kir21 block	structure
i	1.1	O=C1CSCN1c1ccc(Cl)cc1
i	0.89	C/C(=N\NC(=O)c1ccc([N+](=O)[O-])cc1Cl)c1ccccc1
i	1.1	CCOC(=O)/C(C#N)=C/c1cccc(F)c1
i	0.12	CCn1c2c(c(=N)c3c1CCC3)CCC2
i	-0.08	NS(=O)(=O)c1ccc(CCNC(=O)C(=O)c2cn(CC(=O)N3CCOCC3)c3ccccc23)cc1
i	-0.85	O=C(NNC1=Nc2cc([N+](=O)[O-])ccc2OC1)c1ccccc1Cl
i	nt	CN(C)CCOC(=O)COc1ccc(Cl)cc1
i	-0.76	CCOC(=O)/C(C)=N/NC(=O)c1cccc([N+](=O)[O-])c1
i	1.3	C/C(=N/NC(=O)CCC(=O)Nc1ccc(Br)cc1)c1ccc(Br)cc1
i	-0.52	CC(C)(C)NC(=O)C(c1ccncc1)N(C(=O)CNC(=O)c1ccco1)c1ccc(F)cc1 (stereo not given)

Additional structures:
CHT block	Kir21 block	structure
i	-1.1	Cc1ccc(S(=O)(=O)N2C(=O)CCC2C(=O)Nn2cnnc2)cc1 (stereo not given)
i	0.32	COc1cccc(N(C(=O)Cn2nnc(-c3ccc(F)cc3)n2)C(C(=O)NCC2CCCO2)c2ccc(Cl)cc2)c1 (stereo not given)
i	0.19	CCOC(=O)Cc1csc(NC(=O)c2ccc(F)cc2)n1
i	0.97	C=CCc1ccc(OCC(O)COCC)c(OC)c1 (stereo not given)
i	-1.4	COc1cc(NC(=O)Nc2cccc(C(C)=O)c2)cc(OC)c1OC
i	-0.88	CCN(CC)c1ncccc1C(=O)NCc1cccs1
i	-0.12	CC1=C(C(=O)Nc2ccccc2)C(c2ccncc2)C(C#N)=C(SCC(=O)NC(C)C)N1 (stereo not given)
i	0.55	COc1ccc(CSc2nnnn2Cc2ccccc2)cc1OC
i	1.1	CCN1C(=O)Cc2cc(S(=O)(=O)N3CCOCC3)ccc21
i	1.1	COc1cccc(C2CC(c3cccs3)=NN2C(=O)CSC2=NN3CCCC(=O)N=C3S2)c1OC (stereo not given)

(cont.)
CHT block	Kir21 block	structure
i	1.1	CCOC(=O)c1oc2ccccc2c1COC(=O)CNC(=O)c1ccccc1
i	0.24	Cc1ccccc1NC(=S)Nn1cnnc1
i	0.18	CC(=O)Nc1ccc(S(=O)(=O)NNC(=O)CCC(=O)Nc2cc(C)ccc2C)cc1
i	-0.37	CN(CC(=O)N1CCCC1)S(=O)(=O)c1cc(Cl)ccc1Cl
i	-0.11	COc1cccc(C(=O)N2CCN(Cc3ccc4c(c3)OCO4)CC2)c1OC
i	-0.03	O=C(O)C1CCCCC1C(=O)Nc1ccccc1Nc1ccccc1 (stereo not given)
i	0.05	CCOC(=O)c1ccccc1N=Cc1c(O)c2ccccc2oc1=O
i	-0.79	CCOC(=O)C1CCN(C(=O)/C(C)=C\c2ccccc2)CC1
i	0.35	COc1cc2cc(C(=O)Nc3ccccc3)c(N)nc2cc1OC
i	0.12	N#Cc1ccc(C(=O)NC2CCCCCCC2)cc1

Pulled by structure from the entries so far:
CHT block	Kir21 block	structure
i	-0.03	O=C(O)C1CCCCC1C(=O)Nc1ccccc1Nc1ccccc1 (stereo not given)
i	0.12	N#Cc1ccc(C(=O)NC2CCCCCCC2)cc1

(continued)
CHT block	Kir21 block	structure
i	-0.28	O=C(Nc1ccc(Br)cn1)c1coc(=O)c(Br)c1
i	0.69	COc1ccccc1CNC(=O)CCC1N=C2c3ccccc3N=C(SCC(=O)NCC3CCCO3)N2C1=O (stereo not given)
i	1.4	CC(=O)Nc1ccc(NC(=O)c2cc(-c3ccc(C)cc3O)n[nH]2)cc1
i	0.61	CCOc1ccc(N2C(=O)CC(NCCc3ccncc3)C2=O)cc1 (stereo not given)
i	1.8	CC(=O)c1ccc(NC(=O)CN2CCCCCC2)cc1
i	0.17	Cc1ccc(NC2CCCN(C(=O)c3cccc4nccnc34)C2)cc1C (stereo not given)
i	0.6	Cc1cc(=O)n2nc(N3CCCC(C(=O)NCc4cccc(Cl)c4)C3)sc2n1 (stereo not given)
i	0.86	CCOc1cc(/C=C2\N=C(SCC)SC2=O)cc([N+](=O)[O-])c1OC(C)=O
i	-0.03	CC(NS(=O)(=O)c1ccccc1)C(=O)Nc1nccs1 (stereo not given)
i	-0.43	Cc1onc(-c2ccccc2)c1C(=O)Nc1ccc(S(=O)(=O)N2CCOCC2)cc1

More entries.
CHT block	Kir21 block	structure
i	0.44	CC(=O)NC1CCN(C(=O)N2CCCC2)CC1
i	-0.85	CCOC(=O)C1CCN(CCC(=O)Nc2ccc(Br)c(C)c2)CC1
i	-0.69	O=C(Nc1ccc(Nc2ccccc2)cc1)c1ccc(F)cc1
i	-0.36	COCC(O)CSc1nc(C)[nH]c1[N+](=O)[O-] (stereo not given)
i	-0.31	COc1ccccc1NC(=O)Nc1ccc(C(=O)N2CCCCC2)cc1
i	0.02	CCCOP(=O)(c1ccc(N(C)C)cc1)C(O)c1ccccc1OC (stereo not given)
i	0.33	O=C(CC1Oc2ccccc2NC1=O)NCc1ccccc1 (stereo not given)
i	1.1	O=c1c(Cl)c(Cl)cnn1Cc1ccccc1Cl
i	-1.9	COC(=O)c1ccccc1NC(=O)CN(C)S(=O)(=O)c1ccc(OC)c(C)c1
i	2	CC(C)CC(=O)N1CCN(CC2CC=CCC2)CC1 (stereo not given)

Filtered by structure: the compounds so far containing a cyano group
CHT block	Kir21 block	structure
i	1.1	CCOC(=O)/C(C#N)=C/c1cccc(F)c1
i	-0.12	CC1=C(C(=O)Nc2ccccc2)C(c2ccncc2)C(C#N)=C(SCC(=O)NC(C)C)N1 (stereo not given)
i	0.12	N#Cc1ccc(C(=O)NC2CCCCCCC2)cc1

Continuation:
CHT block	Kir21 block	structure
i	0.44	COc1ccc(C(=O)N/N=C(\C)CC(=O)Nc2cccc(C(F)(F)F)c2)cc1
i	1.4	O=C(NN=C1CCCC1)C1COc2ccccc2O1 (stereo not given)
i	-3.7	Cc1ccccc1N(C(=O)c1snc(C(N)=O)c1N)C(C(=O)NCC1CCCO1)c1ccc(F)cc1 (stereo not given)
i	0.32&0.66	COc1ccc(CCN(C)C(=O)C2CCCN(Cc3ccc(OC)c(OC)c3)C2)cc1OC (stereo not given)
i	0.27	COc1ccc(NC(=O)c2cc3c(=O)n(C)c4ccccc4c3n2C)cc1OC
i	-0.01	O=[N+]([O-])c1ccc(C(O)C[n+]2ccccc2)cc1 (stereo not given)
i	0.11	CC(C)(C)OC(=O)NCCCC[C@@H](C(=O)N1CCN(C(=O)OC(C)(C)C)CC1)n1cc(CCC(=O)O)nn1
i	2	CC(=O)c1cc(C(=O)Nc2ccccc2C(=O)O)oc1C
i	0.38	CN1CCC(CNC(=O)Nc2csc3ccccc23)CC1
i	-0.01	COc1ccc(S(=O)(=O)N2CCC(C(=O)N[C@H](C(=O)NCc3ccco3)C(C)C)CC2)cc1

(next part)
CHT block	Kir21 block	structure
i	-0.58	COc1cc(CNn2c(C)n[nH]c2=S)cc(Cl)c1OCc1ccccc1
i	-0.02	O=C(Oc1nsnc1N1CCOCC1)N1CCCCC1
i	-0.34	CC(C)(C)c1ccc(C(=O)NNc2cc(N3CCOCC3)nc(N3CCOCC3)n2)cc1
i	0.2	O=C(CCC1CCCN(C(=O)C2=CCCCC2)C1)N1CCN(c2ccccn2)CC1 (stereo not given)
i	1.4	Cc1c(C(=O)Nc2ccc(S(=O)(=O)N3CCOCC3)cc2)cccc1[N+](=O)[O-]
i	-2.5	CCCOC(=O)c1ccc(Oc2cn[nH]c2-c2ccc(OCC(=O)NN)cc2O)cc1
i	-0.94	Cc1ccc(C(=O)C(C)OC(=O)Cc2n[nH]c(=O)c3ccccc23)cc1C (stereo not given)
i	-0.05	COC(=O)Nc1ccc(S(=O)(=O)NNC(=O)c2c(O)c3ccccc3[nH]c2=O)cc1
i	0.15	CC(C)N1C(=O)CCC1C(=O)NCc1cccs1 (stereo not given)
i	-0.1	O=C(Nc1nc(-c2ccccc2)cs1)c1ccco1

Later entries.
CHT block	Kir21 block	structure
i	-0.14	CCOC(=O)C1(CC2CCCCO2)CCN(C(=O)Nc2ccc(C(=O)OC)cc2)CC1 (stereo not given)
i	-1.4	CNS(=O)(=O)c1cccc(C(=O)OCC(=O)c2cc(C)n(-c3ccc4c(c3)OCO4)c2C)c1
i	0.02	CCCCNc1ccc(C(=O)Nc2cccc(C)n2)cc1[N+](=O)[O-]
i	0.7	O=C(c1ccc(F)cc1)N1CCN(Cc2ccccc2)CC1
i	2.1	CCC(=O)Nc1cccc(Oc2nc(C)cc(C)c2C#N)c1
i	-1.4	CCOC(=O)c1cnn(-c2sc(C(=O)OCC)c(C)c2C(=O)OCC)c1N
nt	0.07	CCn1c(SCC(=O)NCCOC)nc2sc(C)c(C)c2c1=O
i	1.6	COc1ccc([C@@H]2[C@@H]3C(=O)N(C(C)(C)C)C(=O)[C@@H]3[C@]3(CC(C)C)C(=O)N(c4ccc(C(F)(F)F)cc4)C(=O)N23)cc1
i	0.62	O=C(Cc1ccccc1)Nc1ccc(CN2CCOCC2)cc1
i	-0.95	O=C(CNC(=O)c1ccc(Cl)cc1)OC1CCOC1=O (stereo not given)

More structures
CHT block	Kir21 block	structure
i	1.1	CCOc1ccc(CCNC(=O)CS(=O)Cc2nc(-c3ccc(OC)cc3)oc2C)cc1OCC (stereo not given)
i	-1.6	O=C(CS(=O)(=O)c1c[nH]c2ccccc12)Nc1ccc(F)cc1
i	1	CCOC(=O)C1CCCCN1C(=O)CCc1nnc(-c2ccc3c(c2)OCO3)o1 (stereo not given)
i	-0.49	Cc1ccc(N=C(N(C)C)P(=O)(N(C)C)N(C)C)c(C)c1
i	0.29	O=C(COc1cccnc1[N+](=O)[O-])NCc1cccs1
i	1.8	Cc1oc(-c2ccccc2Cl)nc1CS(=O)(=O)CC(=O)N1CCOCC1
i	-1	COc1ccc(OC)c(N(C(=O)c2ccco2)C(C(=O)NC2CCCC2)c2cc(OC)c(OC)c(OC)c2)c1 (stereo not given)
i	0.83	CC(=O)c1cc2c(cc1NC(=O)Nc1cccc(Cl)c1)OCCO2
i	0.29	Cc1ccc(NC(=O)CSc2nc(O)cc(=O)n2-c2ccc(C)cc2)cc1
i	-1.7	CC(C)Sc1nc2ccc(N3C(=O)C4CCCCC4C3=O)cc2s1 (stereo not given)

Other records follow:
CHT block	Kir21 block	structure
i	-2.2	CC(C)=C1C(=O)NN(c2cccc(Cl)c2)C1=O
i	0.16	Cc1cc(C2C(=O)c3ccccc3C2=O)c(C)c(C)c1C
i	-2.8	N#Cc1ccc(S(=O)(=O)N2CCCN(c3ccc(C(F)(F)F)cn3)CC2)cc1
i	-0.88	CCCn1c(=N)c(C#N)cc2c(=O)n3cccc(C)c3nc21
i	-0.17	O=C(Nc1nc(N2C(=O)c3ccccc3C2=O)n(-c2ccccc2)n1)c1ccccc1
i	0.02	CCOc1cc(N2CCOCC2)c(OCC)cc1NC(=O)COc1ncnc2ccc(Br)cc12
i	0.07	COc1ccc2[nH]c(=O)c(CN(Cc3cccs3)C(=S)Nc3cccc(C)c3)cc2c1
i	-1.7	Cc1cc(NC(=O)c2cc([N+](=O)[O-])ccc2Cl)no1

Full records, quoted from the list. Screens in order: CHT block | Kir21 block
`CCN(CC)c1ncccc1C(=O)NCc1cccs1` is listed as i | -0.88
`Cc1ccc(NC2CCCN(C(=O)c3cccc4nccnc34)C2)cc1C` (stereo not given) is listed as i | 0.17
`O=C1C2C3C=CC(C3)C2C(=O)N1CN(Cc1ccccc1)CN1C(=O)C2C3C=CC(C3)C2C1=O` (stereo not given) is listed as i | 1.8
`Cc1cccc(N2CCN(c3ccc(N4C(=O)CCCC4=O)cc3[N+](=O)[O-])CC2)c1C` is listed as i | -1.3
`CCOC(=O)/C(C)=N/NC(=O)c1cccc([N+](=O)[O-])c1` is listed as i | -0.76
